Screening results: PubChem BioAssay, Small Molecule Screening Facility, UW Madison
RMI FANCM FP: RMI-FANCM interaction inhibition | Fluorescence polarization, RMI core complex with F-MM2 peptide; active compounds read low | FP signal (polarization) at 33 µM | actives 0.58% (n = 70,000) | AID 1159607; in the data active means FP signal below about 40; further: inactives centre near 61; strong numbers were not always called active; unit not given here
* hit, by the source's call; & = joins results of further samples.

SMILES | RMI FANCM FP
Cc1ccc2nc(/C=C3\SC(=S)N(Cc4ccccc4)C3=O)ccc2c1 | 61
COc1ccc(C=Nc2nc3ccccc3[nH]2)cc1 | 56
Cc1ccc(Cn2c(=O)c3ncccc3n(CC(=O)Nc3ccccc3)c2=O)cc1 | 78
N/C(=N\OC(=O)c1cccc(C(F)(F)F)c1)C1COc2ccccc2O1 (stereo not given) | 49
COC(=O)/C=C1/NCC(O)CNC1=O (stereo not given) | 54
CCOc1ccc(C)cc1S(=O)(=O)Nc1ccc2c(c1)N(C)C(=O)C(C)(C)CO2 | 67
COC(=O)c1c(NC(=O)C2CCCCN2S(C)(=O)=O)sc2c1CCC(C)C2 (stereo not given) | 65
CCC(NCC(O)COc1ccc(N(C)C(C)=O)cc1)C(=O)O (stereo not given) | 63
Cc1cc2cc(CCNC(=O)/C=C\c3ccc4c(c3)OCO4)c(=O)[nH]c2cc1C | 60
CC(C)(C)c1ccc(C(=O)Nc2nnc(C3=COCCO3)o2)cc1 | 71
CSc1cccc(NC(=O)C(=O)N2CCN(c3cccc(Cl)c3)CC2)c1 | 52
CCc1ccnc(NC(=O)Nc2ccc(OCc3ccccc3)cc2)c1 | 58
CCOC(=O)c1csc(NC(=O)c2csc3nc(-c4ccc(F)cc4)cn23)n1 | 71
COc1cc(NC(=O)Cn2ncn3nc(-c4ccc(C)c(C)c4)cc3c2=O)cc(OC)c1 | 136
Cn1c(SCC(=O)NNC2=Nc3ccccc3CC2)nc2ccccc21 | 63
CC(C)(C)CC(=O)NCCCS(=O)(=O)N1CCN(c2ccc(F)cc2)CC1 | 62
CCOc1ccccc1OCC(=O)Nc1ccc(N2CCCCC2)cc1 | 70
COc1cc(Cl)c(C)cc1NC(=O)CSc1nc2cc(-c3ccccc3)sc2c(=O)n1C | 58
CCC(=O)OCC(=O)C1(OC(=O)CC)C(C)CC2C3CCC4=CC(=O)C=CC4(C)C3(Cl)C(O)CC21C (stereo not given) | 57
O=C(NCc1ccc(F)cc1)c1nnn(-c2ccccc2)c1CSc1ncccn1 | 70
O=C(c1cccc(C(F)(F)F)c1)N1CCC(c2nnc(C3CC3)s2)CC1 | 61
COc1ccc(CCNC(=O)C(=O)NCC2OCCN2S(=O)(=O)c2ccc([N+](=O)[O-])cc2)cc1OC (stereo not given) | 59
Cc1cccc(N2CCN(S(=O)(=O)CCNC(=O)c3n[nH]c4ccccc34)CC2)c1 | 75
O=C(Cn1nc(-c2cccc([N+](=O)[O-])c2)ccc1=O)NCc1ccc2c(c1)OCO2 | 52
Cn1c(SCC(=O)N2CCc3ccccc32)nnc1-c1ccc(=O)n(C)c1 | 61
Cc1cc(N)n(-c2nc3c(cnn3-c3ccccc3)c(=O)[nH]2)n1 | 69
Cc1ccc(-c2cn3c(CC(=O)NCc4ccco4)csc3n2)cc1 | 65
O=C(NCc1cccnc1)NC1CC(=O)N(c2cccc(F)c2)C1 (stereo not given) | 61
COc1ccc(C(=O)Nc2cccnc2Sc2ccc(Cl)cc2)cc1 | 67
COCCCN/C(SCc1c(F)cccc1Cl)=C(\C#N)C(N)=O | 55
COc1cc(C(=O)NCCn2ncc3c(N4CCOCC4)ncnc32)cc(OC)c1OC | 64
O=Cc1c(-c2ccccc2)nc2sccn12 | 60
O=C(Cn1cnc2c(sc3cccc(F)c32)c1=O)NCc1ccccc1Cl | 131
COc1ccc(NC(=O)c2ccco2)cc1N1CCCC1=O | 59
COc1ccc(CNC(=O)Cc2csc(Nc3ccc(S(C)(=O)=O)cc3)n2)cc1 | 61
CCOC(=O)c1ccc(NC(=O)CSc2cn(CCNC(=O)c3ccccc3C)c3ccccc23)cc1 | 69
CC(C)(C)NCC(O)COCC12CC3CC(CC(C3)C1)C2 (stereo not given) | 82
CC(C)(C)C1(C)NN=C2Sc3ccccc3N21 (stereo not given) | 59
O=C(NC1CCS(=O)(=O)C1)c1cc(-c2ccc(Cl)cc2)oc1C(F)(F)F (stereo not given) | 50
CCc1c(C)nc(SCC(=O)Nc2ccc(F)cc2F)[nH]c1=O | 52
COc1ccc(-c2cc(C(=O)Nc3cc(Cl)cc(Cl)c3)c3ccccc3n2)cc1 | 81
O=C(CCc1ccccc1)NCCn1ncc2c(N3CCN(c4ccc(F)cc4)CC3)ncnc21 | 63
O=C(CSc1nccs1)N1CCN(c2ccccc2)CC1 | 53
CCOC(=O)c1c(NC(=O)c2cc(C)no2)sc2c1CC(C)(C)NC2(C)C | 82
O=C(CSc1nc2c(sc3ncccc32)c(=O)n1Cc1ccccc1)NC1CCCCC1 | 68
O=C(Oc1ccc(OCc2ccccc2)cc1)c1ccc([N+](=O)[O-])cc1 | 57
Cc1cc(NC(=O)CSc2ccc(NC(=O)C3CC3)nn2)on1 | 65
COC(=O)c1ccccc1S(=O)(=O)/C(C#N)=C/Nc1nc(SC)nc(C2CC2)n1 | 56
COc1ccc(CC(=O)Nc2nc3c(OC)cc([N+](=O)[O-])cc3s2)cc1C | 95
CC(C)Oc1ccc(C(=O)Nc2nnc(Cc3cccs3)o2)cc1 | 73
Going on with the list:
SMILES | RMI FANCM FP
Cn1c(Cc2ccsc2)nnc1SCC(=O)Nc1cc(Cl)cc(Cl)c1 | 62
CCOC(=O)C(NC(=O)c1ccccc1)(Nc1ccccc1)C(F)(F)F (stereo not given) | 52
Cc1ccc(-c2cc(=O)n(CC(=O)Nc3nc4ccc(C)cc4s3)cn2)cc1 | 76
Cc1oc(-c2ccc(Cl)cc2)cc1C(=O)/C(C#N)=C/Nc1ncccn1 | 59
CN(CCOC(=O)c1cc2ccccc2oc1=O)c1ccc(C(F)(F)F)cc1[N+](=O)[O-] | 57
O=C(Nc1cccc(-c2ccc3nnc(-c4cccs4)n3n2)c1)c1cccc([N+](=O)[O-])c1 | 62
O=c1[nH]c(SCc2cc3c(cc2Cl)OCO3)nc2ccccc12 | 98
CC(=O)Nc1ccc(NC(=O)CCn2cnc3c(cnn3C(C)(C)C)c2=O)cc1 | 75
O=C(COc1ccccc1)Nc1nnc(Cc2ccc(Cl)s2)o1 | 79
COc1ccc2nc(-c3ccc(NC(=O)c4c(OC)cccc4OC)cc3)cn2n1 | 74
COc1ccc(S(=O)(=O)NCC(c2cccnc2)N2CCOCC2)cc1OC (stereo not given) | 62
O=C(Nc1ccccc1-c1nc2ccccc2[nH]1)c1ccc(F)c(F)c1 | 60
O=S(=O)(Nc1ncccn1)c1ccc(C(F)(F)F)cc1Cl | 54
N#CCn1cnc2c(-c3cccc(Cl)c3)csc2c1=O | 61
O=C(NCCn1ncc2c(N3CCN(Cc4ccccc4)CC3)ncnc21)c1cnccn1 | 66
CN(C)c1nc(-c2cccs2)cc(C(F)(F)F)c1C#N | 53
COc1ccc(NC(=O)Cn2c(=O)n(-c3ccc(CC(=O)NC4CC4)cc3)c(=O)c3ccccc32)cc1 | 67
CSc1nnc(-c2cccs2)o1 | 55
O=C1CCc2cc(S(=O)(=O)Nc3ccc4c(c3)OCCO4)cc3c2N1CCC3 | 58
O=[N+]([O-])c1cc2c(c(COc3ccc(Cl)cc3Cl)c1)OCOC2 | 57
O=C(NCCC1=CCCCC1)NC1CC(=O)N(c2ccc3c(c2)OCCO3)C1 (stereo not given) | 56
Cc1cc(NC(=O)c2c(F)cccc2F)ccc1N1CCCCC1=O | 56
O=C(/C=N\O)Nc1ccccc1C(=O)O | 59
O=c1c2ccccc2nc(SCc2nc(-c3cccc(C(F)(F)F)c3)no2)n1Cc1ccco1 | 82
O=C1CC(N2CCN(Cc3ccccc3)CC2)C(=O)N1Cc1ccc2c(c1)OCO2 (stereo not given) | 66
CC1CC2C3CCC4=CC(=O)C=CC4(C)C3(F)C(O)CC2(C)C1(O)C(=O)CO (stereo not given) | 58
Cc1ncc(CO)c2c1Oc1nc(-c3ccccc3)nc(SCC(=O)Nc3ccc(C(C)C)cc3)c1C2 | 59
COc1ccc2ncc3c(-c4ccccc4)c(C(=O)NCC4CCCO4)sc3c2c1 (stereo not given) | 76
COc1ccc(Cn2cnc3c4ccccc4n(CC(=O)NCc4ccccc4)c3c2=O)cc1 | 101
COc1ccc(S(=O)(=O)N2CCN(c3ccc4nncn4n3)CC2)cc1C | 69
CCCc1nc2sc3ccccc3c(=O)c2c(=O)n1Cc1ccc(OC)cc1 | 99
Cc1noc(C)c1C(=O)N1CCSCC1 | 54
CNC(=O)Cc1ccc(-n2c(=O)c3ccccc3n(CC(=O)Nc3ccc(F)cc3)c2=O)cc1 | 65
NC(=NS(=O)(=O)c1cc(Cl)c(Oc2ccc([N+](=O)[O-])cc2)c(Cl)c1)c1ccncc1 | 53
Cc1[nH]nc2oc(=O)c(Cc3c(F)cccc3Cl)c(C)c12 | 54
CS(=O)(=O)c1ccc(Nc2nc(CC(=O)Nc3ccc(C(N)=O)cc3)cs2)cc1 | 63
NS(=O)(=O)c1ccc(NC(=O)CSc2nnc3ccccn23)cc1 | 72
COc1ccc(/C=N\NC(=O)c2ccn[nH]2)cc1 | 56
CN(C)S(=O)(=O)c1ccc(C(=O)NCCn2ncc3c(=O)n(Cc4cccc(C(F)(F)F)c4)cnc32)cc1 | 65
CCCCCOc1ccc(C(=O)Nc2cc(C)nn2C)cc1 | 65
O=C(NCCC1=CCCCC1)C(=O)NCCN1CCOC(c2ccccc2)C1 (stereo not given) | 74
O=C(NCCn1ncc2c(=O)n(Cc3ccccc3F)cnc21)c1ccco1 | 68
O=C(Cc1ccc(Cl)cc1)Nc1ccc2c(c1)C(=O)NCCO2 | 62
S=c1[nH]c(=S)c2cnc(N3CCN(c4ccccc4)CC3)nc2[nH]1 | 60
COc1ccc2nc(NC(=O)c3cc(Cl)cc(Cl)c3)sc2c1 | 61
COC(=O)c1noc(C)c1-c1ccnn1C(=O)c1ccc(C)cc1 | 61
COc1ccc(Nc2c(C(=O)N3CC(=O)Nc4ccccc43)cc([N+](=O)[O-])c(Nc3ccc(OC)cc3)c2[N+](=O)[O-])cc1 | 57
Cc1ccc(-c2nnc(NC(=O)C3CCCN3S(C)(=O)=O)o2)c(C)c1 (stereo not given) | 64
O=S(=O)(c1cccc2nonc12)N1CCCN(CCc2ccccc2)CC1 | 56&61
O=C(CSCc1ccccc1)NC1Cc2ccccc2C1 | 53

Four compounds already listed, ordered by the number in RMI FANCM FP, low to high:
| smiles | RMI FANCM FP |
| --- | --- |
| COc1ccc(C=Nc2nc3ccccc3[nH]2)cc1 | 56 |
| COc1ccc2nc(NC(=O)c3cc(Cl)cc(Cl)c3)sc2c1 | 61 |
| O=c1c2ccccc2nc(SCc2nc(-c3cccc(C(F)(F)F)c3)no2)n1Cc1ccco1 | 82 |
| COc1cc(NC(=O)Cn2ncn3nc(-c4ccc(C)c(C)c4)cc3c2=O)cc(OC)c1 | 136 |

Continued.
SMILES | RMI FANCM FP
O=C(NCc1cc(-c2cccs2)on1)c1c(F)cccc1F | 56
Nn1c(SCc2cccc3ccccc23)nncc1=O | 56
CCCn1cc(C(=O)N2CCN(C(=O)OCC)CC2)c2nn(-c3ccccc3)c(=O)c-2c1 | 54
N/C(=N/O)c1cnccc1C(F)(F)F | 63
COc1ccc(NC(=O)CCc2nc3sc4c(c3c(=O)[nH]2)CCCCC4)c(OC)c1 | 93
Cc1cc(C(F)(F)F)nc(SCC(=O)c2ccc3c(c2)OCO3)n1 | 61
Cc1cccc(NC(=O)CSc2ccc(NC(=O)c3ccco3)nn2)c1C | 92
O=C(Nc1ccc(-c2nc3cccnc3s2)cc1)C(F)(F)F | 108
COc1cc(C(=O)NC(=S)NC(N)=O)cc(OC)c1OC | 55&56
Clc1ccc(-c2ncc3ccccn23)c(Cl)c1 | 40

Sorted by number of heavy atoms (lowest first): 7 of the compounds above.
SMILES | RMI FANCM FP
Nn1c(SCc2cccc3ccccc23)nncc1=O | 56
COc1cc(C(=O)NC(=S)NC(N)=O)cc(OC)c1OC | 55&56
O=C(Nc1ccc(-c2nc3cccnc3s2)cc1)C(F)(F)F | 108
Cc1cc(C(F)(F)F)nc(SCC(=O)c2ccc3c(c2)OCO3)n1 | 61
Cc1cccc(NC(=O)CSc2ccc(NC(=O)c3ccco3)nn2)c1C | 92
COc1ccc(NC(=O)CCc2nc3sc4c(c3c(=O)[nH]2)CCCCC4)c(OC)c1 | 93
CCCn1cc(C(=O)N2CCN(C(=O)OCC)CC2)c2nn(-c3ccccc3)c(=O)c-2c1 | 54

Next section:
SMILES | RMI FANCM FP
O=C(NCCCn1nc(-c2cccnc2)ccc1=O)c1c(F)cccc1F | 64
C=CCn1c(SCC(=O)c2ccc(Cl)c(Cl)c2)nc2sc3c(c2c1=O)CCC3 | 192
Cc1nn(CC(=O)NCc2ccc3c(c2)OCO3)c(=O)c2c1cnn2C(C)(C)C | 67
Cn1nc(-c2ccc(NC(=O)c3ccc(-c4ccccc4)cc3)cc2)ccc1=O | 58
CCCOc1ccnc2c1c(=O)n(CC(=O)N1CCc3ccccc31)c(=O)n2C | 73
CC(=O)c1csc(CS(=O)(=O)c2ccc(Cl)cc2)n1 | 67
NC(=O)c1nc(-c2cccc(F)c2)nc2c1[nH]c(=O)n2-c1ccc(Cl)c(Cl)c1 | 123
COc1ccc(-c2c(C#N)c(SCCC(=O)NCc3ccc4c(c3)OCO4)nc3c2C(=O)CC(C)(C)C3)cc1 | 93
O=C(CC1CSc2nccc(=O)n21)Nc1ccc(F)c(F)c1F (stereo not given) | 55
CC(=O)N1C(=O)C(=O)c2ccccc21 | 56

7 entries drawn at random from those above:
SMILES | RMI FANCM FP
O=C(CC1CSc2nccc(=O)n21)Nc1ccc(F)c(F)c1F (stereo not given) | 55
NC(=O)c1nc(-c2cccc(F)c2)nc2c1[nH]c(=O)n2-c1ccc(Cl)c(Cl)c1 | 123
CCCOc1ccnc2c1c(=O)n(CC(=O)N1CCc3ccccc31)c(=O)n2C | 73
C=CCn1c(SCC(=O)c2ccc(Cl)c(Cl)c2)nc2sc3c(c2c1=O)CCC3 | 192
COc1ccc(-c2c(C#N)c(SCCC(=O)NCc3ccc4c(c3)OCO4)nc3c2C(=O)CC(C)(C)C3)cc1 | 93
CC(=O)N1C(=O)C(=O)c2ccccc21 | 56
O=C(NCCCn1nc(-c2cccnc2)ccc1=O)c1c(F)cccc1F | 64

Carrying on.
SMILES | RMI FANCM FP
CCCCC(=O)N(Cc1ccc(-c2ccccc2-c2nn[nH]n2)cc1)[C@H](C(=O)O)C(C)C | 60
COc1cc(C)c(S(=O)(=O)N2CCN(c3ccc(-c4ccncc4)nn3)CC2)cc1C | 62
CC1CCc2nn(CC(=O)Nc3cccc(Cl)c3)c(=O)cc2C1 (stereo not given) | 64
CN(C)S(=O)(=O)c1ccc(C(=O)NNc2nc3c(F)cccc3s2)cc1 | 61

Only part of the results is shown. The share of hits here may be higher or lower than overall.
